FLuc inh – Firefly luciferase inhibition profiling of diverse chemical library using quantitative high-throughput screening; AID 1347043, 2019; 76,000 tested, 2.5% active; purified P. pyralis luciferase, luminescence, biochemical; Luciferin 4-monooxygenase (Photinus pyralis), P08659; Potency, µM (doses to about 115 µM), without a hit: at the highest dose activity change, negative = inhibition, most hits filed as inhibitors; also: potency is read from the fitted curve at half-maximal effect; nearly all actives have a fitted effect of over 65% in size
Target sequence (P08659 whole entry, looked up): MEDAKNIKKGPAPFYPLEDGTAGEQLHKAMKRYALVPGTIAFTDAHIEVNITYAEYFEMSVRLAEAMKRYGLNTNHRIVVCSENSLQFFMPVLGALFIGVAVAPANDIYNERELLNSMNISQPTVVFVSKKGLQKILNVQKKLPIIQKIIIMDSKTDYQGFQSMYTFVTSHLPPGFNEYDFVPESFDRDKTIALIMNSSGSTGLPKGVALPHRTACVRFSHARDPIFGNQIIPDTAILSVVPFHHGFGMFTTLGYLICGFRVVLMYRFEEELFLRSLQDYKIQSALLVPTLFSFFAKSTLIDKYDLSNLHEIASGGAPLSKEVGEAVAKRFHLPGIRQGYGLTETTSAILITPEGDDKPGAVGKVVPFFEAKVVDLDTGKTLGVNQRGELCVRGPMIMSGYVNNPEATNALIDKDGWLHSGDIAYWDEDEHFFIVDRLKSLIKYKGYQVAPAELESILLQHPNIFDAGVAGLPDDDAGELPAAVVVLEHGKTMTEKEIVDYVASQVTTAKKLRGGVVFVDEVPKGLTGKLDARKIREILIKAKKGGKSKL
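Luminescence read by CCD imager after adding enzyme (10nM final) to wells holding compound, titrated in qHTS. Substrates 10uM each D-luciferin and ATP; buffer 50mM Tris acetate pH 7.5, 10mM Mg acetate, Tween-20, BSA.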
3T3 cytotox – Cytotoxic Profiling in NIH 3T3 Cell Line of Diverse Libraries Using Quantitative High-Throughput Screening; 94,000 tested, 4.3% active; Potency, µM (titrated, usually from 96.7 µM), without a hit: at the highest dose activity change, negative = cytotoxicity, usual class: inhibitors; NIH 3T3 viability, CellTiter-Glo ATP luminescence, 48-72 h; also: potency is read from the fitted curve at half-maximal effect; nearly all actives have a fitted effect of over 55% in size
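First NIH 3T3 cells are plated at 400 cells/well; next compound is pinned in; then plates incubate 48 or 72 hr at 37 °C; finally CellTiter-Glo is added and luminescence read after 10 min.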
SNCA viab count – GF-AFC viability counterscreen for inhibitors of alpha-synuclein gene (SNCA) expression | HEK-293-SNCA-luc viability, GF-AFC fluorescence, 24 h | Potency, µM (highest dose often 57.1 µM), for inactives: at the highest dose activity change, negative = cytotoxicity, most hits filed as cytotoxic | 150,000 tested, 0.12% active | AID 1671193, 2021;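 also: potency is read from the fitted curve at half-maximal effect; 0% = DMSO-treated cells and -100% = medium-only wells without cells; nearly all actives have a fitted effect of over 30% in size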
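HEK-293-SNCA-luc cells (1500/well) plated 24 h, then exposed 24 h to a dilution series; GF-AFC added 30 min at 37C, fluorescence 405/540 nm; normalised to medium-only and DMSO wells, Hill fit.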
GPT2 inh – Primary qHTS assay for inhibitors of Glutamate pyruvate transaminase 2 (GPT2). Potency, µM (highest dose often 57.7 µM), without a hit: at the highest dose activity change, negative = inhibition, most hits filed as inhibitors. 100,000 tested, 0.25% active. AID 1671188, 2021. Alanine aminotransferase 2 (Homo sapiens), Q8TD30. Recombinant GPT2, coupled pyruvate oxidase/HRP Amplex Red fluorescence; also: potency is read from the fitted curve at half-maximal effect; nearly all actives have a fitted effect of over 60% in size; many of its hits are not listed in these tables
Target sequence (Q8TD30 whole entry, looked up): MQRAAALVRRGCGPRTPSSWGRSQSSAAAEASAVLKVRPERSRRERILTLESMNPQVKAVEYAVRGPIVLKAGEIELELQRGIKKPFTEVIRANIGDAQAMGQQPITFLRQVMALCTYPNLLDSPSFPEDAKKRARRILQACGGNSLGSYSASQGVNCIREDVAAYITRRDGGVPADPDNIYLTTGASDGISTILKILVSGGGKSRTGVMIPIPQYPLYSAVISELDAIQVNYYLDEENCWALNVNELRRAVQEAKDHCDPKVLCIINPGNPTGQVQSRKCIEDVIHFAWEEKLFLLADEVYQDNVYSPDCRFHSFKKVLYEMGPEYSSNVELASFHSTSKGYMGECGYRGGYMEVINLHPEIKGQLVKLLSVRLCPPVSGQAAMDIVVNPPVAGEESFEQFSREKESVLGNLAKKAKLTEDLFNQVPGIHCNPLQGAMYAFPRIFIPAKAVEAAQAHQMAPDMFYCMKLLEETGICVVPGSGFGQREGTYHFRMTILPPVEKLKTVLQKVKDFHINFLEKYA
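Inhibition is scored from Amplex Red fluorescence generated when pyruvate oxidase and HRP act on pyruvate released by GPT2. Reactions contain 10ng/uL enzyme, 250uM a-KG and 2mM L-alanine and run 30 min at room temperature.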
IP6K1 inhibitor – Primary qHTS assay for small molecule inhibitors of Inositol hexaphosphate kinase 1 (IP6K1); activity change, % (series mostly up to about 58 µM); Inositol hexakisphosphate kinase 1 (Homo sapiens), Q92551; IP6K1 kinase, ADP-Glo luminescence, 2 h; active compounds read low; 140,000 tested, 0.81% active; AID 1645851, 2021; in the data active = activity change below about -25%
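ADP-Glo luminescence measures ADP made by human IP6K1 during a 2 h RT reaction with ATP/IP6 (mix at 1.3 mM/130 uM); top library doses 57.5 and 19.1 uM final.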
SNCA expr inhib – Primary qHTS assay for inhibitors of alpha-synuclein gene (SNCA) expression. HEK-293 SNCA-luciferase knock-in, luminescence, 24 h. Potency, µM (top dose mostly 57.2 µM), inactives show at the highest dose activity change, negative = inhibition, most hits filed as inhibitors. 140,000 tested, 0.17% active. AID 1671194, 2021;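 also: potency is read from the fitted curve at half-maximal effect; plate controls were DMSO cells for no effect and cell-free wells for full effect; nearly all actives have a fitted effect of over 45% in size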
HEK293 tox – Cytotoxic Profiling in HEK 293 Cell Line of Diverse Libraries Using Quantitative High-Throughput Screening. HEK 293 viability, ATP luminescence (CellTiter-Glo), 48-72 h. Potency, µM (highest dose often 115 µM), without a hit: at the top dose activity change, negative = cytotoxicity, hits mostly inhibitors. 94,000 tested, 6.6% active; also: potency is read from the fitted curve at half-maximal effect; nearly all actives have a fitted effect of over 60% in size
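CellTiter-Glo luminescence (cellular ATP) was read after 48 or 72 hr of compound exposure at 37 degree Celsius. Cells were HEK 293 plated at 250 cells/well.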
Active calls of the source: *; i = inactive; ? = inconclusive; . = not tested or not shown; [ ] = another dose, or the depositor's remark. Unless noted, calls follow the shape of the dose curve; as a rule, active = well fitted curve in the direction sought with a large enough effect; inconclusive = small, poorly fitted or top-dose-only effect, or another doubt; inactive = no such curve, though single readings can be large; an effect the other way counts as inactive or inconclusive. Unless noted, % is scaled to controls: 0 for no effect and ±100 for the full control effect. Not all compounds are listed; rates above refer to the full screens.

Below each compound – FLuc inh, 3T3 cytotox, SNCA viab count, GPT2 inh, IP6K1 inhibitor, SNCA expr inhib, HEK293 tox
- CCCCOc1ccc(C(=O)N2CCC(c3nc4ccccc4o3)CC2)cc1
→ ., ., 11.2%, ., 2.2, 21.5%, .
- Cc1ccc2nc(COc3ccccc3NC(=O)c3ccc(F)cc3)cc(=O)n2c1
→ ., ., -2.2%, ., 2.2, 1.9%, .
- CCc1noc(-c2cn(C3CCN(C(=O)c4cccc(OC(F)(F)F)c4)C3)nn2)n1 (stereo unspecified)
→ 20.5%, ?, -6.4%, 1.2%, 8.1, 3.9%, -18.7%
- Cc1nnnn1-c1cccc(-c2nc(C3CCOC3)no2)c1 (stereo unspecified)
→ 7.2%, -9.5%, -1.6%, -3.9%, 7.3, -10.6%, 3.7%
- COC(=O)c1ccc(NC(=O)CSc2nccn2Cc2ccc(Cl)cc2)cc1
→ ., ., 5.9%, ., -15.2, -3.2%, .
- COc1ccc(-c2cc(N3CCCC(NC(=O)COc4ccccc4)C3)n[nH]2)cc1 (stereo unspecified)
→ ?, ?, -4.8%, -19.9%, 6.3, 13.5%, ?
- COc1ccc(NC(=O)C2CCN(C3=NS(=O)(=O)C(c4ccc(C)c(C)c4)=C3C)CC2)cc1OC
→ ., ., 8.1%, ., -4.7, -13.8%, .
- C=CCn1cc2c3c(cccc31)[C@H](CC(C)C)N[C@H](C(=O)N1CCN(CCOC)CC1)C2
→ -20.4%, -19.9%, -20.3%, 3.7%, 1.6, -18.9%, ?
- O=C(CN1CCCc2nc(C3CC3)ncc2C1=O)NC1CC1
→ 12.0%, -0.3%, 8.1%, i, -0.3, -1.8%, i
- Cc1cccc(-c2nc3ccc(C(=O)N(C)C)cc3o2)n1
→ ., ?, 1.0%, 1.8%, -23.8, ?, ?
- O=C(Cn1nc2n(c1=O)CCCCC2)Nc1ccc(Cl)cc1
→ -3.4%, i, 12.3%, 4.6%, 23.4, 0.1%, -1.6%
- Nc1ccncc1N
→ ., ., 19.7%[23.9 µM], i, 25.4, -19.9%[25.6 µM], .
- COc1ccc(N(CC(=O)NCc2ccc(F)cc2)S(=O)(=O)c2c(C)noc2C)cc1
→ ., ., 2.8%, ., -15.5, 1.7%, .
- Cc1cccc(C(=O)N2CCCCCC2c2nnc(-c3ccccc3)o2)c1 (stereo unspecified)
→ -1.5%, ?, -19.5%, 1.0%, -16.4, -6.2%, ?
- CCS(=O)(=O)N1CCC(c2noc(COCC3CC3)n2)CC1
→ 5.6%, -9.3%, 1.6%, -17.6%, 14.3, 20.8%, -22.8%
- COc1ccccc1NC(=O)C1CC(=O)N(c2n[nH]c3cccc(F)c23)C1 (stereo unspecified)
→ 9.4%, i, -9.8%, 4.1%, -11.3, -26.2%, 14.2%
- COc1cccc(C(=O)Nc2ccccc2C(=O)OCc2cc(=O)n3nc(C)sc3n2)c1
→ ., ., -0.2%, ., -10.2, 20.4%, .
- COc1cccc(NC(=O)NC[C@H]2O[C@H](Cc3cc(COc4ccccc4)on3)CC[C@@H]2O)c1
→ 10.4%, -9.3%, -4.1%, -3.0%, -5.6, 0.1%, -9.4%
- COc1cc(NC(=O)c2cnc(-c3ccc(C)cc3)nc2-c2ccncc2)cc(OC)c1
→ -4.5%, -16.0%, 4.5%, i, 11.3, 13.4%, -23.5%
- Nc1ccc(S(=O)(=O)Nc2ncccn2)cc1
→ ., ., -2.9%, 2.0%, ., 18.4%, .
- Cc1ccc2oc(-c3cccc(NC(=O)c4sc5c([N+](=O)[O-])cccc5c4Cl)c3)nc2c1
→ ., ., -7.2%, ., -5.6, ?, .
- O=C(c1cnn(-c2ccc(F)cc2)c1-n1cccc1)N1CCN(c2ccccc2)CC1
→ ., ., 5.6%, ., 11.1, 9.7%, .
- COc1ccc(-c2[nH]nc3ncc(-c4ccccc4OC)nc23)c(C)c1
→ -21.5%[172 µM], ?, 9.0%[87.6 µM], i, 13.2, 14.7%[87.6 µM], 89.1µM*
- Nc1c(C(=O)Nc2ccc(Cl)cc2F)sc2nc(-c3cccs3)ccc12
→ ., ., ?, ., 8.9, 134.7%[activator], .
- CC(C)c1nc2c(c(-c3ccc(O)cc3)n1)CCN(C(=O)c1ccccc1F)CC2
→ ., -15.7%, -28.4%, i, 17.7, -11.7%, -3.7%
- c1coc(-c2nnc([C@H]3CCN(Cc4cc5ccccc5o4)C3)o2)c1
→ -13.8%[172 µM], -24.1%[138 µM], -3.4%[87.6 µM], 1.2%[88.5 µM], 13.6, 0.0%[87.6 µM], -23.5%[172 µM]
- O=C(Cc1ccsc1)Nc1ccc2c(N3CCCC3)ncnc2c1
→ -9.7%, ?, -1.1%, i, 15.2, -3.3%, ?
- CS(=O)(=O)N1C[C@@H]2OCC(=O)N(Cc3ccncc3)[C@@H]2C1
→ -3.6%[172 µM], -4.7%[138 µM], 0.8%[87.6 µM], 1.1%[88.5 µM], 5.1, 7.7%[87.6 µM], 1.1%[172 µM]
- Cc1ccc(-c2nnc(Nc3ccccc3)c3ccccc23)cc1S(=O)(=O)NCc1nc2ccccc2[nH]1
→ ., ., -18.3%, ., -10.7, -15.8%, .
- Cc1ccc(S(=O)(=O)N2C[C@@H](F)C[C@H]2C(=O)N2CCCCC2)cc1Cl
→ -1.5%, -31.4%, -25.8%, i, -24.7, -9.6%, -24.0%

Brought forward from above: two entries, then new ones.
Below each compound – FLuc inh, 3T3 cytotox, SNCA viab count, GPT2 inh, IP6K1 inhibitor, SNCA expr inhib, HEK293 tox
- Cc1ccc(-c2nnc(Nc3ccccc3)c3ccccc23)cc1S(=O)(=O)NCc1nc2ccccc2[nH]1
→ ., ., -18.3%, ., -10.7, -15.8%, .
- Cc1ccc(S(=O)(=O)N2C[C@@H](F)C[C@H]2C(=O)N2CCCCC2)cc1Cl
→ -1.5%, -31.4%, -25.8%, i, -24.7, -9.6%, -24.0%
- O=C(NC1CCCCC1)N1CCC(Cc2nncn2CC2CC2)CC1
→ -6.7%, -7.3%, -4.5%, -13.3%, 4.6, 8.4%, i
- COCCN1CC(CO)C2(CCN(C(=O)Cc3c(C)noc3C)CC2)C1 (stereo unspecified)
→ 3.4%, -13.9%, -2.4%, 3.7%, 29.5, 1.4%, -22.7%
- O=C(Cn1c(=O)n(-c2cccc(Cl)c2)c(=O)c2sc3ccccc3c21)NC1CCCCC1
→ ., ., -27.2%, ., 5.6, -6.6%, .
- CCc1cccc(C)c1NC(=O)CCCn1c(C)c2cnn(-c3ccccc3)c(=O)c2c1C
→ ., ., -4.2%, ., 26.5, 2.2%, .
- CN(C)S(=O)(=O)N1CCCC(c2nc(-c3ccccc3)no2)CCNC(=O)CC1 (stereo unspecified)
→ -1.3%, -19.8%, -8.6%, -1.6%, 10.0, -2.0%, -9.7%
- CCN(CC)C(=O)C(NC(=O)CC(C)C)C1CCN(C(=O)CCc2ccccc2)CC1 (stereo unspecified)
→ 4.8%, -6.5%, 4.2%, -2.3%, 12.3, -10.5%, -17.4%
- Cc1ccc(NC(=O)c2sc3ccccc3c2Cl)cc1
→ ., ., -1.9%, ., 14.6, -3.0%, .
- Cc1cn2nc(C(=O)NCc3ccc(F)cc3)cc2c(N2CCSCC2)n1
→ 0.0%, ?, -6.9%, -14.3%, -0.9, 2.9%, ?
- C[C@]1(CO)[C@H]2Cc3sc(-c4ccccc4)nc3[C@@H](CC(=O)N3CCOCC3)[C@]2(C)CC[C@H]1O
→ 1.8%, ?, 1.8%, i, -7.8, ?, -17.6%
- CCS(=O)(=O)N1CCC(N2C(=O)C3(CCCC3)C2c2ccccc2)CC1 (stereo unspecified)
→ 11.3%, ?, 3.6%[12.5 µM], i, 1.0, ?, -24.5%
- CNC(=O)c1noc(CN2CCCC(C)(c3ccccc3)C2)n1 (stereo unspecified)
→ 0.9%, -4.2%, 0.9%, -16.4%[11.5 µM], 45.4, -13.0%, -16.7%
- Cc1ccc(Nc2ccnc(N3CCC(C(=O)NCc4ccc(F)cc4)CC3)n2)cc1
→ ., ?, 5.8%[12.5 µM], i, -5.1, -3.1%, ?
- O=C(Nc1ccc(O)c(-c2nc3ccccc3o2)c1)c1ccco1
→ ., ., -12.4%, ., -3.1, -9.1%, .
- O=C(O)CCCCCC(=O)NN=C1CCCC1
→ ., ., -7.4%, -14.8%, ., 15.9%, .
- COc1ccc(F)cc1-c1ccc(CN2CCCCC2C(=O)NC2CCC2)cc1 (stereo unspecified)
→ ., ?, ., ., 6.4, ., 35.5µM*
- Fc1cccc(Cc2noc(-c3nc(-c4ccc5c(c4)OCO5)no3)n2)c1
→ -1.3%, -20.3%, 6.0%, i, -1.6, 20.8%, -3.5%
- CCCN(CCC)CCCNC(=O)Cn1ncn2c(cc3sc(CC)cc32)c1=O
→ ., ., 8.7%, ., -7.3, 15.3%, .
- Cc1ccc(NC(=O)Cn2ccn3nc4c(c3c2=O)CCCCC4)cc1
→ ?, ?, -18.2%, -12.2%, -2.9, 0.6%, ?
- O=C(Cn1c(=O)oc2cc(S(=O)(=O)N3CCCCCC3)ccc21)Nc1cccc(C(F)(F)F)c1
→ ., ., 4.3%, ., -1.4, 12.5%, .
- COc1ccc(NC(=O)Cn2nc3n(c2=O)CCCC3)cc1Cl
→ 2.7%, -11.6%, -4.8%, i, -4.2, 4.8%, ?
- CC(C)(C)C(=O)NC1CCCN(c2ccnc3ccnn23)C1 (stereo unspecified)
→ ., -29.8%[138 µM], 5.2%[87.6 µM], -6.2%[88.5 µM], 17.3, 18.2%[87.6 µM], -20.1%[172 µM]
- CC(=O)N[C@@H]1CN(C(=O)c2cnc3ccccc3c2)C[C@H]1c1ccc(C)cc1
→ 9.2%, -24.4%, -0.8%, 2.0%, -10.8, 1.8%, 0.1%
- O=C(NCCc1cccnc1)C1CCc2sc(C(=O)N3CCCCC3)cc2C1 (stereo unspecified)
→ 6.1%, -12.5%, 4.3%, i, 11.2, 16.8%, -14.1%
- COc1ccc(Cl)cc1NC(=O)CSc1nccn1-c1ccc(Cl)cc1
→ ., ., 0.7%, ., -4.4, 8.9%, .
- CCOc1ccccc1NC(=O)NCc1noc2ccc(C)cc12
→ ., ., 3.2%, ., -14.2, 4.0%, .
- CC(C)(C)c1csc(NC(=O)C[C@H]2NC(=O)c3ccccc3NC2=O)n1
→ -19.7%, ?, -13.8%, -38.2%, 9.8, 16.9%, ?
- CNC(=O)CCn1ncc2cc(OCc3ccccc3-c3cccc(NC(C)=O)c3)ccc21
→ 8.91µM*, ?, -5.9%, ?, -5.4, -27.6%, ?

Screens as filed in PubChem BioAssay.
